From PubChem
STAT1 blocker = STAT1 signaling inhibitors, primary screen, cell-based, HTS, luciferase reporter; NIH 3T3 STAT1-luciferase reporter, IFN-gamma, luminescence; inhibition, % at 5.5 µM; actives 0.35% (n = 200,000); AID 920, 2007;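 active = inhibition above a set limit, the mean inhibition across all tested compounds plus 3 SD, cut at about 34% in these data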;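 also: 0% = IFN-gamma with DMSO and 100% = IFN-gamma with 300 µM nifuroxazide; values of inactives mirror those of a sister screen read the other way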
bIAP inhibitor = bovine intestinal alkaline phosphatase inhibitors, primary screen, selectivity assay for TNAP inhibitor project, biochemical, bovine IAP, CDP-star luminescence; alkaline phosphatase, intestinal [Bos taurus]; purified bovine IAP, 30 min; inhibition, % at 20 µM; 190,000 tested, under 10 active; AID 1019, 2008;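 active = over 50% inhibition of intestinal alkaline phosphatase at 20 µM in the single-dose screen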
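Assay system: bovine IAP enzyme; medium: DEA buffer 100 mM, pH 9.8, with MgCl2 1.0 mM, ZnCl2 0.02 mM; doses: 20 µM single dose; incubation: enzyme reaction for 30 min at room temperature; detection: CDP-star luminescence signal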
STAT3 blocker = IL-6 driven STAT3 reporter inhibitors, primary screen, U3A cells, luciferase, luminescence, MLSCN library. IL-6 STAT3-luciferase reporter; host cell line lacks STAT1. inhibition, % at 5.5 µM. actives 0.89% (n = 190,000). AID 862, 2007;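 active = inhibition above the mean inhibition across all screened compounds plus 3 SD, cut at about 44% in these data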;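 also: 0% = DMSO only wells and 100% = 100 µM nifuroxazide control wells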
bIAP activator = bovine intestinal alkaline phosphatase activators, primary screen, biochemical, bovine IAP, CDP-star luminescence. activation factor at 20 µM. actives 0.17% (n = 200,000). alkaline phosphatase, intestinal [Bos taurus]. AID 1016, 2008. purified bovine IAP, 30 min; stronger effect = higher value; fold of DMSO-control signal, blank-subtracted;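 active = activation factor of 2 or more at 20 µM, a signal rise over negative controls twice the positive control's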
PPARg SRC3 recr = PPARgamma agonists recruiting SRC-3 coactivator, primary screen, biochemical | actives 0.26% (n = 200,000) | Peroxisome proliferator-activated receptor gamma (Homo sapiens), P37231 | activation, % at 8 µM | biochemical PPARgamma/SRC-3 coactivator recruitment assay; in the data active = activation above about 23%;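 also: 0% = DMSO and 100% = reference agonist; some compounds past the cut are filed as inactive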
Target sequence (P37231 whole entry, looked up): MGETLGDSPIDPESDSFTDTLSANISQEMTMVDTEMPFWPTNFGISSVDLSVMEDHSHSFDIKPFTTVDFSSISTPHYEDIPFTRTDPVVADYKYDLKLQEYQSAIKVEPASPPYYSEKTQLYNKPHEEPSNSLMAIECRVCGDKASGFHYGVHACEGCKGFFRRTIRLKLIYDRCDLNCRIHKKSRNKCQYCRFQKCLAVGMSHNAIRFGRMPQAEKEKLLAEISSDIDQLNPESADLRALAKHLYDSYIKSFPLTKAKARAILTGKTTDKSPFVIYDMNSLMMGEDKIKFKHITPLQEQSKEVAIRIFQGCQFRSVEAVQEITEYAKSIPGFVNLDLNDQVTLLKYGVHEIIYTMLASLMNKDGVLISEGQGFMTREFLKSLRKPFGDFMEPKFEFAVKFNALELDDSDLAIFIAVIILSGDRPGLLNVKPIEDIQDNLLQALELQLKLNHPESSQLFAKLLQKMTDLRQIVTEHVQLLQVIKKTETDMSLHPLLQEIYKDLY
PPARg SRC1 recr = PPARgamma agonists recruiting SRC-1 coactivator, primary screen, biochemical; Peroxisome proliferator-activated receptor gamma (Homo sapiens), P37231; PPARgamma-SRC-1 coactivator recruitment biochemical assay; activation, % at 8 µM; actives 0.41% (n = 200,000); AID 631, 2007; in the data active = activation above about 19%;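 also: 0% = DMSO and 100% = reference agonist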
ROMK mod = ROMK potassium channel modulators, primary screen, cell-based, thallium flux, MLSMR library. ATP-sensitive inward rectifier potassium channel 1 (Homo sapiens), P48048. Tet-inducible ROMK, thallium flux fluorescence; actives lie on both sides. B-score at 10 µM. actives 2% (n = 130,000). AID 1918, 2009;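 active = signal ratio slope over the read window, or its plate-corrected B-score, at least 3 SD from the plate mean, either direction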;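 also: B-score of the F/F0 ratio slope over 7 to 12 s after thallium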
SRC2 TRFRET art = TR-FRET signal artefacts, primary screen, artefact control for PPARgamma SRC-2 agonist project, biochemical. TR-FRET artefact counter-screen; stronger effect = higher value. TR-FRET ratio at 8 µM. actives 0.4% (n = 200,000); in the data active = TR-FRET ratio above about 2000; also: inactives centre near 1500
STAT3 act = IL-6 driven STAT3 reporter potentiators, primary screen, U3A cells, luciferase, luminescence, MLSCN library; AID 871, 2007; actives 0.91% (n = 190,000); IL-6 STAT3-luciferase reporter; 100% = signal with IL-6 EC80 alone; activation (% of control), % at 5.6 µM;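 active = activation above the screen-wide mean of compound activation plus 3 SD, cut at about 130% in these data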;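 also: 0% = background luminescence of wells with medium and substrate only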
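Material: human U3A cells carrying STAT3-luciferase construct. Measured by: reporter luminescence signal. Timing: compound 1 h, then IL-6 6 h at 37 °C.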
TNAP act hiacc = TNAP activators at high phosphate acceptor level, primary screen, biochemical, luminescence, uHTS; purified TNAP, CDP-star luminescence, 1 M DEA, 30 min; stronger effect = higher value; 0 = EDTA background, 1 = DMSO-only activity; activation factor at 20 µM; 200,000 tested, under 10 active; AID 1136, 2008;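 active = activation factor at least 2 at 20 µM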
Target sequence (P05186 whole entry, looked up): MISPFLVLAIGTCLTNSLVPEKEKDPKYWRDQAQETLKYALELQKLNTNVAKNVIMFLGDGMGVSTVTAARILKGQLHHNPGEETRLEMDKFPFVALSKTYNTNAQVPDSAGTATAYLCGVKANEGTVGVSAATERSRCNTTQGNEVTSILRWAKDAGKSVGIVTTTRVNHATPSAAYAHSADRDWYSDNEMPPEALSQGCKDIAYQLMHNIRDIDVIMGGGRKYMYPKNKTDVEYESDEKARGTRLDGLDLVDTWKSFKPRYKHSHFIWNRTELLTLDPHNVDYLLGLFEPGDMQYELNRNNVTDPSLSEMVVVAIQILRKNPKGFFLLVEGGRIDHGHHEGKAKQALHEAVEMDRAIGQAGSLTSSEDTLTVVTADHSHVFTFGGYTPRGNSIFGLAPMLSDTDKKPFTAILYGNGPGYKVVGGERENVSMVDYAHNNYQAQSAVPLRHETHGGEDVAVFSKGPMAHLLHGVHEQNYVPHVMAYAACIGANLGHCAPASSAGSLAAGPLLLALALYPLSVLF
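Measured by: Luminescent substrate turnover signal | Test system: Human TNAP | Input: TNAP 1/800 final | Dosing: 20 µM single point | Schedule: 30 min, room temperature | Controls: EDTA wells as negative control, DMSO wells as positive control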
PPARg SRC-2 ag = agonists of PPARg-SRC-2 recruitment, primary screen, biochemical, HTS. Peroxisome proliferator-activated receptor gamma (Homo sapiens), P37231. PPARgamma LBD-SRC-2 recruitment. activation, % at 8 µM. actives 0.34% (n = 200,000). AID 1032, 2008; in the data active = activation above about 22%;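 also: 0% = vehicle and 100% = reference agonist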
The depositor's hits bear a star; / = no result given.

SMILES	STAT1 blocker	bIAP inhibitor	STAT3 blocker	bIAP activator	PPARg SRC3 recr	PPARg SRC1 recr	ROMK mod	SRC2 TRFRET art	STAT3 act	TNAP act hiacc	PPARg SRC-2 ag
O=C1CCN(N=Nc2cccc(Cl)c2)N1	-2	4	-15	1	7	4	2.3	1567	114	1	5
CCOC(=O)C1=C(CN2CCCCC2)NC(=O)NC1c1cc(C)ccc1C (centres undefined)	2	-13	-8	1.1	13	6	/	1434	108	1.1	1
O=C(/C=C/c1ccc(Cl)cc1Cl)NCc1ccncc1	0	1	26	1	5	10	/	1469	83	1	4
CCOC(=O)c1nnn(-c2nonc2-n2cccc2)c1CN1CCOCC1	5	-5	-1	1.1	6	6	/	1666	104	1	9
CN(C)S(=O)(=O)c1cccc(NC(=S)NCCc2ccccn2)c1	-5	14	6	0.9	0	6	-1	1879	96	1	4
Cc1ccc(NC(=O)c2cc(=O)c3ccccc3o2)cc1S(=O)(=O)N1CCCCC1	-2	-19	23	1.2	5	6	0.32	1517	83	1	2
O=C(Nc1cccc(-c2cnc3ccccc3n2)c1)c1ccncc1	-22	2	28	1	-4	0	0.17	1469	81	1.1	-8
CCN1CCCc2cc(CN(CCN3CCOCC3)C(=S)Nc3ccc(OC)c(OC)c3)ccc21	-2	1	2	1	1	-6	0.95	1469	106	1.1	-8
CC(C)(C)NC(=O)COC(=O)c1ccc(Cl)cc1O	5	-5	3	1.1	3	2	-0.2	1724	105	1.1	4
Cc1cc(N=Cc2c(O)n(-c3ccc4c(c3)OCO4)c(=O)c3ccccc23)ccn1	6	2	30	1	4	15	/	1709	82	1	11

Sorted by number of heavy atoms (low to high): some entries from above
SMILES	STAT1 blocker	bIAP inhibitor	STAT3 blocker	bIAP activator	PPARg SRC3 recr	PPARg SRC1 recr	ROMK mod	SRC2 TRFRET art	STAT3 act	TNAP act hiacc	PPARg SRC-2 ag
CN(C)S(=O)(=O)c1cccc(NC(=S)NCCc2ccccn2)c1	-5	14	6	0.9	0	6	-1	1879	96	1	4
CCOC(=O)c1nnn(-c2nonc2-n2cccc2)c1CN1CCOCC1	5	-5	-1	1.1	6	6	/	1666	104	1	9
Cc1ccc(NC(=O)c2cc(=O)c3ccccc3o2)cc1S(=O)(=O)N1CCCCC1	-2	-19	23	1.2	5	6	0.32	1517	83	1	2

The listing picks up, starting two compounds before the break.
SMILES	STAT1 blocker	bIAP inhibitor	STAT3 blocker	bIAP activator	PPARg SRC3 recr	PPARg SRC1 recr	ROMK mod	SRC2 TRFRET art	STAT3 act	TNAP act hiacc	PPARg SRC-2 ag
CC(C)(C)NC(=O)COC(=O)c1ccc(Cl)cc1O	5	-5	3	1.1	3	2	-0.2	1724	105	1.1	4
Cc1cc(N=Cc2c(O)n(-c3ccc4c(c3)OCO4)c(=O)c3ccccc23)ccn1	6	2	30	1	4	15	/	1709	82	1	11
O=C1NC(c2ccccc2)=CC(c2ccccc2)N1 (centres undefined)	-4	-9	11	1.1	1	10	0.05	1813	93	1	12
CCOc1c(Br)cc(CNc2ncn[nH]2)cc1OC	1	-15	4	1.1	-5	8	/	1584	102	1	-2
CCOC(=O)CSc1nc2sc(C)c(C)c2c(=O)n1C	3	10	12	0.9	-6	5	/	1565	94	1.1	1
COc1cc(C2N(c3ccccc3)CCN2c2ccccc2)ccc1OC(C)=O	-2	-2	15	1	2	5	0.34	1547	93	1	13
O=c1c2ccccc2c2ccccc2c(=O)n1Cc1ccco1	-7	7	2	0.9	11	5	/	1466	102	1	5
O=C(NCCO)C1(c2ccccc2)CCCC1	9	7	9	0.9	6	-4	-0.2	1429	95	1	11
O=C(Nc1cccc(-c2nc3ccccc3s2)c1)C1=COCCO1	-8	1	-2	1	-1	3	0.37	1539	100	1	-5
CC(=O)C1=C(O)C(=O)N(c2nccs2)C1c1ccc(Br)cc1 (centres undefined)	0	1	-32	1	0	5	-0.98	1576	127	1	11
Cn1c(=O)n(Cc2ccccc2)c(=O)c2c1nc(NCC1CCCO1)n2Cc1ccccc1 (centres undefined)	10	8	6	0.9	-6	-3	-0.6	1332	101	1	4
CN1C(=O)CSc2ccc(NC(=O)NCc3cccnc3)cc21	2	0	8	1	-3	1	1.2	1615	98	1	6
Cc1nn(-c2ccccc2)c(N2CCCC2)c1/C=N/Nc1ccc(S(=O)(=O)Nc2ccccc2)cc1[N+](=O)[O-]	4	-17	-5	1.2	-4	-11	/	1220	104	0.8	-5
COc1cc(/C=N\Nc2ccc([N+](=O)[O-])cn2)ccc1OCC(=O)O	0	17	2	0.8	4	0	1.2	1537	101	0.9	7
CCOCC(=O)Nc1nc(-c2ccccc2)c(CC)s1	4	0	7	1	4	-4	-0.085	1543	94	1	0
COC(=O)COc1cccc(NC(=O)c2cccc(C)c2)c1	2	-11	0	1.1	-1	-9	1.3	1502	109	1	-7
COc1ccc(N(CC(=O)NCc2ccco2)S(=O)(=O)c2c(C)nn(C)c2C)cc1	3	-9	13	1.1	-4	2	/	1532	97	1.1	-6
CN(C)CCCN1C(=O)c2oc3ccccc3c(=O)c2C1c1cccs1 (centres undefined)	-4	12	3	0.9	6	2	/	1637	101	1.1	3
COCC(=O)Nc1nnc(Cc2ccc(OC)cc2)s1	5	4	3	1	12	-2	0.52	1497	98	1	3
c1cncc(CNc2ncnc3sc4c(c23)CCCC4)c1	1	11	10	0.9	-2	-4	0.031	1406	97	1	-5
COc1ccc(COc2ccsc2C(=O)Nc2ccc(Cl)c(Cl)c2)cc1	8	-11	6	1.1	2	2	/	1393	103	1.1	0
COc1cccc(C(=O)Cn2c(NCCO)nc3ccccc32)c1	6	10	6	0.9	-8	0	/	1640	97	1	-1

Next part; it opens with the 5 that closed the last part.
SMILES	STAT1 blocker	bIAP inhibitor	STAT3 blocker	bIAP activator	PPARg SRC3 recr	PPARg SRC1 recr	ROMK mod	SRC2 TRFRET art	STAT3 act	TNAP act hiacc	PPARg SRC-2 ag
CN(C)CCCN1C(=O)c2oc3ccccc3c(=O)c2C1c1cccs1 (centres undefined)	-4	12	3	0.9	6	2	/	1637	101	1.1	3
COCC(=O)Nc1nnc(Cc2ccc(OC)cc2)s1	5	4	3	1	12	-2	0.52	1497	98	1	3
c1cncc(CNc2ncnc3sc4c(c23)CCCC4)c1	1	11	10	0.9	-2	-4	0.031	1406	97	1	-5
COc1ccc(COc2ccsc2C(=O)Nc2ccc(Cl)c(Cl)c2)cc1	8	-11	6	1.1	2	2	/	1393	103	1.1	0
COc1cccc(C(=O)Cn2c(NCCO)nc3ccccc32)c1	6	10	6	0.9	-8	0	/	1640	97	1	-1
COc1ccc(Cc2nc(-c3ccc(-n4cccc4)cc3)no2)cc1OC	6	-9	31	1.1	3	6	/	1769	75	1	4
O=C(CN1C(=O)c2cccc3cccc1c23)N1CCN(c2ccc(F)cc2)CC1	10	2	11	1	2	0	-0.56	1659	97	1	5
CCN(CC)C(=O)c1cn(CCC#N)nc1-c1ccc2c(c1)OCCO2	-5	17	1	0.8	3	12	-0.21	1582	101	1.1	5
Cc1cccc(OCC(=O)Nc2ccc3nc(C)sc3c2)c1	-10	9	17	0.9	-3	1	0.49	1477	91	1	8
CCOC(=O)c1c(C)[nH]c(C(=O)C(C)Sc2ccc(Cl)cc2)c1C (centres undefined)	-15	19	-6	0.8	8	9	/	1656	110	1	5
CN(CCCNC(=O)C1CCN(S(=O)(=O)N2CCC3(CC2)OCCO3)CC1)Cc1ccccc1	4	-6	4	1.1	-8	7	0.041	1697	95	1	5
C=C(C)C1CCC(C)=C1CC(C)(C)/C=N\n1cnnc1 (centres undefined)	9	-4	12	1	-2	5	/	1397	95	1.1	-2
O=C(CN1CCOCCOCCOCCOCC1)Nc1ccccc1	-8	44	-8	0.6	-2	1	/	1611	109	1	-3
Cc1ccc2nc(C)c(C(=O)N/N=C/c3cccc([N+](=O)[O-])c3)cc2c1	-2	9	-10	0.9	7	4	0.26	1590	106	1	9
COC(=O)c1cc2oc(C)cc2n1CC(=O)Nc1cc(C)cc(C)c1	6	8	-4	0.9	6	7	/	1601	109	1	6
O=C(c1c[nH]c2ccccc12)N1CCOCC1	-1	-8	1	1.1	-2	-2	-0.2	1422	105	1	-2
CCN1CCCC1CNC(=O)C1c2ccccc2C(=O)N(CCOC)C1c1ccc(F)cc1 (centres undefined)	-5	-9	10	1.1	4	2	0.71	1586	94	1.1	7
CC(C)NCC(O)COC1C2CC3CC(C2)CC1C3 (centres undefined)	-13	1	-3	1	7	8	-0.52	1703	108	1	3
CCN(CC)S(=O)(=O)c1cc(C(=O)n2cccn2)c(Cl)cc1Cl	8	10	6	0.9	9	6	/	1606	97	1	3
COCCn1nnnc1C(c1cc2cc(OC)ccc2[nH]c1=O)N1CCC(Cc2ccccc2)CC1 (centres undefined)	3	-10	-7	1.1	-13	5	/	1507	110	1.1	-12
CCCN(CCC)CCNC(=O)CCC(=O)Nc1ccc2nc(N3CCN(C)CC3)cc(C)c2c1	-1	-6	4	1.1	-1	6	-0.13	1749	104	1	0
CCCCn1c(=O)c(C(C)=O)c(O)c2ccccc21	4	6	6	0.9	4	0	0.38	1506	106	1	3
O=C(c1ccco1)N1CCN(c2ncnc3c2[nH]c2ccccc23)CC1	44*	6	-32	0.9	-3	6	-0.12	1287	131	1.1	-4
CCCn1c(SCC(=O)N2CCN(S(=O)(=O)c3ccc(Cl)cc3)CC2)n[nH]c1=O	1	-4	14	1	13	8	-0.5	1638	91	1	1
Cc1ccc(/C=C(\NC(=O)c2ccc(C)cc2)c2nc(=S)[nH][nH]2)cc1	-9	19	6	0.8	-1	8	/	1624	99	1	8
COc1cccc(N=CC=C2OC(C)(C)C(C)(C)O2)c1	-14	-10	-18	1.1	-9	3	1.5	1502	116	1	-17
CN(CC(=O)Nc1ccc(S(=O)(=O)N2CCCC2)cc1)CC(=O)Nc1ccc(F)c(F)c1F	-2	-24	0	1.2	5	1	0.15	1351	101	0.9	-5
